Assay outcomes: PubChem, Broad Institute
C diff HTS: C. difficile growth inhibition; Clostridium difficile clinical isolate growth, OD600, 24 h; stronger effect = lower value; 86,000 compounds, 0.25% hits; growth activity, negative = inhibition, % at 16 µg/mL (by protocol);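 active means mean growth activity at or below -80% and every replicate also at or below -80%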;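 further: 0% = DMSO wells and -100% = levofloxacin 16 µg/mL wells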
Pf Dd2 growth: blocks growth of Plasmodium falciparum Dd2 parasites; P. falciparum Dd2 growth, SYBR Green, 72 h; stronger effect = lower value; activity change, % at 10 µM; 94,000 compounds, 2.3% hits; AID 1159554; in the data active means activity change below about -80%
GASC1 inh: KDM4C (human) demethylase inhibition; inhibition, % at 12.5 µM; Q9H3R0; GST-KDM4C 2-372, H3K9me3 peptide, LANCE TR-FRET; 96,000 compounds, 0.15% hits;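 active means mean replicate inhibition above about 25%, with at least 55% of replicates also reaching it, limit read from the data, passing the limit was not always enough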
Target sequence (Q9H3R0 2-372 limits assumed): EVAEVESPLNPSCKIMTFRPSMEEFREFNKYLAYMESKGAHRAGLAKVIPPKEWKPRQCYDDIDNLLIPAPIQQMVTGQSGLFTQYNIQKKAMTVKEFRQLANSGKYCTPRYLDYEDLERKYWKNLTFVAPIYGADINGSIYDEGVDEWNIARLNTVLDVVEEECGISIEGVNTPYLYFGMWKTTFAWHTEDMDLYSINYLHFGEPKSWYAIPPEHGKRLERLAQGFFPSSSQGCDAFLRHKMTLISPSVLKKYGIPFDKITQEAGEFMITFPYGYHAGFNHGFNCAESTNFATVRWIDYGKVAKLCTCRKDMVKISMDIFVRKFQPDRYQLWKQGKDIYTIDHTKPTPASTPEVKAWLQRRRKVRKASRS
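Test system: N-terminal GST-fused human GASC-1 (KDM4C) fragment, residues 2-372; quantity: GASC-1 enzyme at 10 nM final in reaction; dosing: single dose; schedule: 30 min demethylation and 1 h detection at room temperature; signal: LANCE TR-FRET, excitation 340 nm, emissions 618 and 671 nm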
Tcruzi prolif: inhibitors of T. cruzi proliferation; T. cruzi beta-gal in NIH3T3, GalScreen luminescence, 90 h; inhibition, % at 8.34 µM; 77,000 compounds, 5.9% hits;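 active means mean inhibition above about 93%, with at least 55% of replicates each passing it, limit read from the data, passing the limit was not always enough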
Starred values were filed as active, the others as inactive; · = not tested or not shown; & = joins results of further samples.

smiles	C diff HTS	Pf Dd2 growth	GASC1 inh	Tcruzi prolif
O=C(c1ccccc1)N1CC(=O)N2[C@H](CO)[C@H](c3ccc(C#Cc4ccccc4)cc3)[C@@H]2C1	4	-10	-0.3	·
CCCNC(=O)N1CC2(C1)[C@@H](c1ccccc1)[C@@H](CO)N2C(=O)C1CCCC1	-5	13	-0.5	·
O=C1CNC[C@H]2[C@@H](c3ccc(C4=CCCCC4)cc3)[C@H](CO)N12	3	25	1.3	·
O=C(NCC1CC1)[C@H]1[C@H](CO)[C@H]2Cn3c(ccc(-c4ccccc4)c3=O)[C@@H]1N2Cc1nccs1	3	2	0.0	29
C[C@H]1CN([C@@H](C)CO)C(=O)c2cc(-c3cccnc3)cnc2O[C@@H]1CN(C)C(=O)Nc1ccc2c(c1)OCO2	1	12	1.2	1
COc1ccc(NC(=O)N2[C@@H]3CNC[C@H]2C3c2ccc(-c3cccc(OC)c3)cc2)cc1 (stereo partly specified)	49&-4	4&7	-2.3&-0.6	·
O=C(c1ccncc1)N1CC(=O)N2[C@H](CO)[C@H](c3ccc(-c4ccccc4F)cc3)[C@H]2C1	-3	-47	-1.3	·
CO[C@@H]1CN(C)C(=O)c2ccc(NC(=O)Nc3ccccc3Cl)cc2OC[C@H](C)NC[C@@H]1C	·	-8	0.3	-33
C[C@H](NC(=O)C[C@H]1CC[C@H](NC(=O)C2CC2)[C@H](CO)O1)c1ccccc1	3	0	-0.4	·
Cc1noc(C)c1S(=O)(=O)Nc1ccc2c(c1)CC(=O)N([C@H](C)CO)C[C@H](C)[C@H](CN(C)Cc1ccncc1)O2	9	2	-1.0	-80

Structural class: the compounds so far containing a halogen (two)
smiles	C diff HTS	Pf Dd2 growth	GASC1 inh	Tcruzi prolif
O=C(c1ccncc1)N1CC(=O)N2[C@H](CO)[C@H](c3ccc(-c4ccccc4F)cc3)[C@H]2C1	-3	-47	-1.3	·
CO[C@@H]1CN(C)C(=O)c2ccc(NC(=O)Nc3ccccc3Cl)cc2OC[C@H](C)NC[C@@H]1C	·	-8	0.3	-33

Some of these compounds in order of their number in GASC1 inh, largest number first.
mol	GASC1 inh
O=C1CNC[C@H]2[C@@H](c3ccc(C4=CCCCC4)cc3)[C@H](CO)N12	1.3
CO[C@@H]1CN(C)C(=O)c2ccc(NC(=O)Nc3ccccc3Cl)cc2OC[C@H](C)NC[C@@H]1C	0.3
CCCNC(=O)N1CC2(C1)[C@@H](c1ccccc1)[C@@H](CO)N2C(=O)C1CCCC1	-0.5
O=C(c1ccncc1)N1CC(=O)N2[C@H](CO)[C@H](c3ccc(-c4ccccc4F)cc3)[C@H]2C1	-1.3

The listing continues:
smiles	C diff HTS	Pf Dd2 growth	GASC1 inh	Tcruzi prolif
CCNC(=O)[C@@H]1[C@@H](CO)[C@@H]2Cn3c(cccc3=O)[C@@H]2N1Cc1cccc(F)c1	-4	11	1.4	6
CO[C@H]1CN(C)C(=O)c2ccc(NC(=O)C3CCOCC3)cc2OC[C@@H](C)N(Cc2cccnc2)C[C@@H]1C	·	14	-1.4	·
C[C@@H]1CN([C@H](C)CO)C(=O)Cc2cc(NC(=O)C3CC3)ccc2O[C@H]1CN(C)Cc1ccc(Cl)c(Cl)c1	-4	-6	-2.0	77
O=C(C[C@H]1CC[C@@H](NC(=O)C2CCC2)[C@@H](CO)O1)NCc1ccncc1	4	27	1.7	·
COc1ccc(S(=O)(=O)N(C)C[C@@H]2Oc3ccc(NS(=O)(=O)c4ccc(F)cc4)cc3C(=O)N([C@H](C)CO)C[C@@H]2C)cc1	-13	-33	1.2	63
CCCC#Cc1ccc([C@H]2[C@@H](CO)N3CCCCN(S(C)(=O)=O)C[C@@H]23)cc1	-12	27	0.1	24
COc1ccc(-c2ccc([C@H]3[C@H]4CNCC(=O)N4[C@H]3CO)cc2)cc1	4	-16	-0.7	·
COCC(=O)N(C)C[C@H]1Oc2ncc(-c3ccc(C#N)cc3)cc2C(=O)N([C@@H](C)CO)C[C@@H]1C	-1	51	0.2	·
CCCNC(=O)C[C@@H]1C[C@@H]2c3cc(NC(=O)COC)ccc3O[C@@H]2[C@@H](CO)O1	4	5	1.1	30
COc1ccc(CN(C)C[C@H]2OCCCC[C@H](C)Oc3ccc(NC(=O)c4ccccc4)cc3C(=O)N([C@H](C)CO)C[C@H]2C)cc1	-1	-60	2.3	43
O=C(NCC[C@H]1CC[C@H](NS(=O)(=O)c2ccccc2)[C@H](CO)O1)c1cc(Cl)cc(Cl)c1	·	10	-1.8	-30
C[C@@H]1CCCCO[C@@H](CN(C)Cc2ccc(Cl)c(Cl)c2)[C@H](C)CN([C@@H](C)CO)C(=O)c2cc(NC(=O)Nc3ccc(C(F)(F)F)cc3)ccc2O1	16	-85*	-3.0	72
O=C(O)C[C@H]1C[C@@H]2c3cc(NS(=O)(=O)c4ccc(F)cc4)ccc3O[C@@H]2[C@@H](CO)O1	2	14	0.1	-52
COc1ccccc1S(=O)(=O)N[C@H]1CC[C@H](CCNC(=O)C2CCC2)O[C@@H]1CO	0	11	1.5	·
O=C(NCC[C@H]1CC[C@@H](NC(=O)C2CC2)[C@@H](CO)O1)Nc1ccc(Cl)cc1	-2	·	3.5	·
C[C@@H]1CCCCO[C@H](CN(C)S(=O)(=O)c2ccccc2)[C@@H](C)CN([C@H](C)CO)C(=O)c2cc(NS(=O)(=O)c3cccs3)ccc2O1	6	·	-0.6	21
C[C@H]1CN([C@@H](C)CO)C(=O)c2cc(/C=C/c3ccccc3)cnc2O[C@@H]1CN(C)S(=O)(=O)c1ccccc1F	-7	-70	-4.1	126*
C[C@@H]1CN([C@H](C)CO)C(=O)c2cc(C3=CCCC3)cnc2O[C@@H]1CN(C)C(=O)C1CCCCC1	5	-6	9.8	16
CC(C)NC(=O)Nc1ccc2c(c1)C(=O)N([C@@H](C)CO)C[C@@H](C)[C@@H](CN(C)S(=O)(=O)c1cn(C)cn1)OCCCC[C@@H](C)O2	-2	51	0.7	-51
COc1ccc(C#Cc2ccc([C@@H]3[C@H]4CN(C(=O)c5ccncc5)CCCCN4[C@H]3CO)cc2)cc1	-2	-27	-1.4	89
C[C@@H]1CCCCO[C@H](CN(C)S(=O)(=O)c2ccc(F)cc2)[C@@H](C)CN([C@@H](C)CO)C(=O)c2cc(NS(=O)(=O)c3ccc(F)cc3)ccc2O1	2	-70	-1.5	111*
Cc1ccc(S(=O)(=O)Nc2ccc3c(c2)C(=O)N([C@@H](C)CO)C[C@H](C)[C@H](CN(C)C)O3)cc1	6	8	2.3	·
COc1ccc(NC(=O)Nc2ccc3c(c2)OC[C@@H](C)NC[C@@H](C)[C@@H](OC)CN(C)C3=O)cc1	-6	·	3.3	-18
O=C(C[C@H]1C=C[C@H](NS(=O)(=O)c2ccccc2)[C@H](CO)O1)NCc1ccncn1	-1	12	0.4	-20
CC(C)c1cn(CC[C@@H]2CC[C@@H](NC(=O)C3CCOCC3)[C@H](CO)O2)nn1	-1	-20	0.1	·
CCN1[C@@H]2c3ccc(-c4ccncc4)c(=O)n3C[C@@H]2[C@@H](CO)[C@@H]1C(=O)Nc1ccccc1	5	-8	-0.8	57
CC(C)NC(=O)N(C)C[C@H]1OCCCC[C@H](C)Oc2ccc(NC(=O)Cc3ccccc3)cc2C(=O)N([C@@H](C)CO)C[C@@H]1C	10	-48	-0.5	23
COc1ccc2c3c(n(C)c2c1)[C@@H](CO)N(Cc1ccccc1OC)CC31CN(CC2CCOCC2)C1	3	-13	-0.5	·
Cc1noc(C)c1S(=O)(=O)Nc1ccc2c(c1)C(=O)N([C@H](C)CO)C[C@@H](C)[C@H](CN(C)C(=O)Nc1ccc(C(F)(F)F)cc1)OCCCC[C@@H](C)O2	5	-29	-0.4	121
Cc1ccccc1S(=O)(=O)NCC[C@@H]1CC[C@@H](NC(=O)C2CCOCC2)[C@H](CO)O1	·	-4	0.9	3
COCC(=O)Nc1ccc2c(c1)[C@@H]1C[C@H](CC(=O)NCc3cccnc3)O[C@H](CO)[C@@H]1O2	·	19	1.2	3
CCC(=O)N1C[C@H](C)[C@H](OC)CN(C)C(=O)c2ccc(NC(=O)c3ccccc3)cc2OC[C@@H]1C	·	-33	-0.5	72
COC(=O)[C@@H]1[C@@H](CO)[C@@H]2Cn3c(ccc(-c4ccccc4OC)c3=O)[C@@H]2N1CC1CCOCC1	4	-16	2.5	5
C[C@H](CO)N1C[C@H](C)[C@@H](CN(C)Cc2ccccn2)Oc2ncc(C3=CCCCC3)cc2C1=O	-5	15	4.3	·
O=C(Nc1cc(F)ccc1F)N1CC(=O)N2[C@H](CO)[C@@H](c3ccc(C#CC4CCCC4)cc3)[C@@H]2C1	-4	-64	-0.2	·
COc1cccc(CN2CC3(CCN(C)CC3)c3c([nH]c4cc(OC)ccc34)[C@@H]2CO)c1	1	-37	0.6	·
CCCc1cn(CC[C@@H]2CC[C@@H](NC(=O)CCN3CCCCC3)[C@H](CO)O2)nn1	2	10	0.7	·
CC=Cc1ccc2n(c1=O)C[C@H]1[C@H](CO)[C@@H](C(=O)N[C@H](C)c3ccccc3)[C@@H]2N1Cc1cncnc1 (mixture of isomers)	-2	6	2.4	-14
CC(C)NC(=O)N(C)C[C@@H]1OCCCC[C@@H](C)Oc2ccc(N(C)C)cc2C(=O)N([C@@H](C)CO)C[C@@H]1C	0	3	7.0	30
CCCN1[C@@H]2Cn3c(ccc(-c4ccccc4)c3=O)[C@H]1[C@@H](C(=O)N1CCCCC1)[C@@H]2CO	0	·	0.5	26
C[C@H]1CN([C@@H](C)CO)S(=O)(=O)c2ccc(-c3ccncc3)cc2O[C@H]1CN(C)Cc1ccncc1	-3	7	-1.4	84
CC(C)NC(=O)N(C)C[C@@H]1OCCCC[C@H](C)Oc2ccc(N(C)C)cc2C(=O)N([C@@H](C)CO)C[C@H]1C	-3	-13	·	14
CCCNC(=O)C[C@@H]1CC[C@@H]2[C@H](COc3ccc(NC(=O)c4ccc(Cl)cc4)cc3C(=O)N2C)O1	3	-26	0.5	-12
C[C@@H]1CCCCO[C@H](CN(C)C(=O)Nc2ccccc2)[C@H](C)CN([C@H](C)CO)C(=O)c2cc(N(C)C)ccc2O1	-1	-37	-0.6	40
C[C@H](CO)N1C[C@H](C)[C@@H](CN(C)C(=O)NC2CCCCC2)Oc2c(NS(=O)(=O)c3ccccc3)cccc2C1=O	2	4	3.6	2
C[C@H](CO)N1C[C@H](C)[C@H](CN(C)C(=O)c2cccc(F)c2)Oc2cc(-c3cccnc3)ccc2S1(=O)=O	5	-29	-3.3	28
CC(C)CC#Cc1ccc([C@@H]2[C@H](CO)N3CCCCN(S(=O)(=O)Cc4ccccc4)C[C@@H]23)cc1	-2	-84*	-2.1	93
CC(C)NC(=O)N(C)C[C@@H]1OCCCC[C@@H](C)Oc2ccc(NS(=O)(=O)c3ccccc3)cc2C(=O)N([C@H](C)CO)C[C@@H]1C	5	18	-0.7	-84
C[C@@H]1CN([C@H](C)CO)C(=O)c2cccc(NC(=O)c3nc4ccccc4s3)c2O[C@@H]1CN(C)Cc1ccc(Oc2ccccc2)cc1	6	-58	-2.1	87
COc1cccc(C#Cc2ccc([C@H]3[C@H](C#N)N(C(=O)C4CC4)[C@H]3CO)cc2)c1	-3	-39	-4.4	104*

(continued)
smiles	C diff HTS	Pf Dd2 growth	GASC1 inh	Tcruzi prolif
Cc1ccc(S(=O)(=O)N[C@H]2CC[C@H](CCNC(=O)C3CC3)O[C@H]2CO)cc1	0	·	-2.4	·
O=C(C[C@@H]1CC[C@H]2[C@@H](COC[C@H](O)CN2Cc2cc(F)ccc2F)O1)N[C@@H]1CCN(Cc2ccccc2)C1	12&-9	-44	-0.4	71
CNC(=O)C[C@H]1CC[C@H]2[C@@H](COc3ccc(NC(=O)Nc4cccc(Cl)c4)cc3C(=O)N2C)O1	-9	-9	-1.5	0
C[C@@H]1CN([C@H](C)CO)C(=O)Cc2cc(NC(=O)Nc3ccc(C(F)(F)F)cc3)ccc2O[C@@H]1CN(C)S(=O)(=O)c1ccccc1	7	12	-2.6	·
COCC(=O)N1C[C@@H](C)[C@@H](OC)CN(C)C(=O)c2ccc(NC(=O)c3ccc(F)cc3)cc2OC[C@@H]1C	·	15	0.2	-34
O=C([C@H]1[C@H](CO)[C@H]2Cn3c(ccc(-c4ccccc4F)c3=O)[C@@H]1N2C(=O)C1CC1)N1CCOCC1	6	6	-0.6	63
Cc1noc(C)c1S(=O)(=O)Nc1ccc2c(c1)C(=O)N([C@H](C)CO)C[C@@H](C)[C@@H](CN(C)S(=O)(=O)c1cccs1)O2	-11	2	-1.5	-7
C[C@H](CO)N1C[C@H](C)[C@H](CN(C)S(=O)(=O)c2cccs2)Oc2ncc(C#Cc3ccc(F)cc3)cc2C1=O	1	-67	-3.5	112*
C[C@H]1CN([C@@H](C)CO)C(=O)Cc2cc(NC(=O)Cn3cnnn3)ccc2O[C@@H]1CN(C)Cc1ccc(-c2ccccc2)cc1	-16	8	0.4	7
